HttQ103 aggreg: inhibitors of mutant huntingtin aggregate formation in PC12 cells. 1.1% of 220,000 active. Potency, µM (highest dose often 46.1 µM), without a hit: at the top dose activity change, negative = inhibition, hits mostly inhibitors. PC12 HttQ103-GFP aggregates, Acumen cytometry, 40 h. AID 1688; further: potency means the concentration at half of the fitted maximal effect; on the % scale 0 is the no-effect control and ±100 the full control effect; nearly all actives have a fitted effect of over 60% in size
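Ecdysone-promoter PC12 model expressing HTT exon 1 Q103 fused to GFP, induced by tebufenozide at 100 nM final. Compounds titrated; aggregates sized 1–25 µm scored on a 488 nm laser cytometer.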
CBFb RUNX1 block: inhibitors of human CBF-beta and RUNX1 interaction. AlphaScreen CBFb-His/RUNX1-biotin binding, biochemical. AID 1477. 230,000 tested, under 10 active. Q01196+Q13951. Potency, µM (highest dose often 59.8 µM), for inactives: top-dose activity, negative = inhibition, hits mostly inhibitors; further: % of control where 0% means no effect
Target sequence (Q01196 whole entry, looked up): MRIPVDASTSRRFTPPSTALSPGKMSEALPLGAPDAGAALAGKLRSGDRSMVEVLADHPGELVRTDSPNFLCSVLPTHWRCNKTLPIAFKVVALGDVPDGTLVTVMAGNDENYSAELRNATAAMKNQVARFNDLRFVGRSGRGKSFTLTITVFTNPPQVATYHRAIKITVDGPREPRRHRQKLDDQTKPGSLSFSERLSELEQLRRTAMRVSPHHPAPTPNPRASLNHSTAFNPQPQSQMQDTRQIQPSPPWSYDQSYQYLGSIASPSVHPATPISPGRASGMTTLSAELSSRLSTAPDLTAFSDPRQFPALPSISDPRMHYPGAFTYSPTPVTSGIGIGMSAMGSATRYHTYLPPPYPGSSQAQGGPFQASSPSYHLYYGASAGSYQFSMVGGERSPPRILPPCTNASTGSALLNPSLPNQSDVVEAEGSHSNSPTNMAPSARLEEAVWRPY
Target sequence (Q13951 whole entry, looked up): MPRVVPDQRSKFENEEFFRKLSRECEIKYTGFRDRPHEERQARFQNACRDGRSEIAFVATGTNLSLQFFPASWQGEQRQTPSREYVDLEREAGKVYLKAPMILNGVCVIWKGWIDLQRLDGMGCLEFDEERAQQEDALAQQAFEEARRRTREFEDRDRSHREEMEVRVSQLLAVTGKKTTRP
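Compounds were screened at multiple concentrations against a preformed CBF-beta(His)/RUNX1(biotin) complex (30 nM of each) for 15 min at room temperature, followed by 90 min with nickel and streptavidin beads and AlphaScreen reading.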
aGlu spleen mod: inhibitors or activators of human alpha-glucosidase in spleen homogenate. P10253. human spleen homogenate, 4-MU-alpha-glucoside fluorescence. Potency, µM (top dose mostly 79.9 µM), inactives show at the highest dose activity change, negative = inhibition, most hits filed as inhibitors. 0.006% of 240,000 active;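 further: potency means the concentration at half of the fitted maximal effect; 0% = enzyme with vehicle and -100% = no enzyme basal signal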
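Enzyme source: human spleen homogenate, 1 ug/well. Buffer 50 mM citric acid/K phosphate pH 5.0, 0.01% Tween-20. 4-MU-alpha-glucoside 1 mM; 37 C x 40 min; NaOH/glycine stop; fluorescence.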
GAA inh: blocks human lysosomal alpha-glucosidase; Potency, µM (titrated, usually from 76.9 µM), without a hit: top-dose activity change, negative = inhibition, most hits filed as inhibitors; P10253; 0.005% of 200,000 active; purified human GAA, 4-MU-alpha-glucoside fluorescence; AID 1466;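 further: potency means the concentration at half of the fitted maximal effect; plate controls were uninhibited enzyme wells for no effect and no-enzyme background for full effect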
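Endpoint fluorogenic read: 20 min room-temperature reaction of 4 nM human alpha-glucosidase with 400 uM 4-methylumbelliferyl-alpha-D-pyranoside, pH 5.0, quenched with 1M NaOH/1M glycine pH 10. AC50 from Hill modeling.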
GAA glycogen mod: GAA glycogen-cleavage inhibition or activation. 0.38% of 300,000 active. AID 2100. P10253. Potency, µM (highest dose often 76.4 µM), without a hit: at the highest dose activity change, negative = inhibition, most hits filed as inhibitors. recombinant GAA, glycogen substrate, Amplex Red glucose oxidase fluorescence;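 further: potency means the concentration at half of the fitted maximal effect; 0% = full enzyme reaction and -100% = no-enzyme basal signal; the screen sought inhibitors and activators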
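Recombinant human alpha-glucosidase (4 nM final) hydrolysed bovine liver glycogen (30 ug) for 40 min at 37 C in pH 5.0 citrate/phosphate with 0.01% Tween-20. Released glucose detected by glucose oxidase/Amplex Red, Ex 573/Em 610 nm. Compounds up to 77 uM; AC50 from Hill fits.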
HTT ATP protect: protects HTT-Q103 PC12 cells, measured by ATP; PC12 HTT-Q103 induced, cytoprotection, ATP luminescence, 40 h; Potency, µM (top dose mostly 56.4 µM), without a hit: cytoprotection (ATP increase), usual class: activators; 0.14% of 230,000 active; AID 1471;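 further: potency means the concentration at half of the fitted maximal effect; % of control where 0% means no effect; nearly all actives have a fitted effect of over 45% in size; toxic huntingtin expression switched on by the ecdysone agonist tebufenozide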
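PC12 cells stably carrying ecdysone-inducible Htt exon 1 (Q103)–GFP were induced with 100 nM tebufenozide (final) alongside library compounds in a dose series. Cytoprotection was scored as retained ATP by ATPlite luminescence.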
LMNA splice mod: LMNA splicing modulation; Potency, µM (doses to about 46.1 µM), for the others: top-dose ratio change, negative = inhibition, most hits filed as inhibitors; AID 1487; 0.01% of 200,000 active; HeLa LMNA splicing GFP/RFP minigene ratio, 48 h; active means well fitted inhibition curve with a large enough effect in the signal ratio, with a control signal flat, not every such curve was filed as active; inconclusive means small, poorly fitted or top-dose-only effect, or effect the other way, or a change in a side signal; the % refers to the signal ratio; further: potency means the concentration at half of the fitted maximal effect; on the % scale 0 is the no-effect control and ±100 the full control effect
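S3 HeLa cells stably expressing lamin A-EGFP splicing minigene plus DsRed2, 600 cells/well, 48 h compound exposure at 37C. Laser-scanning cytometry; analysed as GFP (500-530 nm)/RFP (575-640 nm) total intensity ratio; 0.5% DMSO vehicle.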
Starred values were filed as active, the others as inactive; [ ] = another dose, or the depositor's remark. Unless noted, the call rests on the fitted dose curve; in most records, active means well fitted curve in the direction sought with a large enough effect; inconclusive means small, poorly fitted or top-dose-only effect, or another doubt; inactive means no such curve, though single readings can be large; an effect the other way counts as inactive or inconclusive.

For Cc1ccc(-n2c(C)cc3c2CCCC3=O)cc1 the results were HttQ103 aggreg 0%, CBFb RUNX1 block -6%, aGlu spleen mod -2%, GAA inh -6%, GAA glycogen mod 2%, HTT ATP protect -4%[10 µM] and LMNA splice mod -12%.
Cc1ccc(S(=O)(=O)n2nccc2-c2c(-c3ccccc3)noc2C)cc1 was read as HttQ103 aggreg -2%[9.22 µM], CBFb RUNX1 block 29%, aGlu spleen mod 1%, GAA inh inconclusive, GAA glycogen mod -1%, HTT ATP protect -9%[10 µM] and LMNA splice mod inconclusive.
Screening Fc1ccc(NCc2nnc(SCc3nnc(-c4ccccc4)o3)n2Cc2ccccc2)cc1 returned HttQ103 aggreg 13µM*, CBFb RUNX1 block -16%, aGlu spleen mod -1%, GAA inh -14%, GAA glycogen mod -10%, HTT ATP protect 19%[10 µM] and LMNA splice mod inconclusive.
For O=C(Cn1cnc2sc(-c3ccccc3)cc2c1=O)N1CCOCC1 the results were HttQ103 aggreg -9%, CBFb RUNX1 block 0%, aGlu spleen mod -21%, GAA inh 2%, GAA glycogen mod 3%, HTT ATP protect -1% and LMNA splice mod -4%.
Screening COc1ccc(-c2ccc(C#N)c(SCC(=O)Nc3sc4c(c3C#N)CCC4)n2)cc1 returned HttQ103 aggreg 9%, CBFb RUNX1 block -2%, aGlu spleen mod -6%, GAA inh 3%, GAA glycogen mod 2%, HTT ATP protect -15% and LMNA splice mod 7%.
O=C(Nc1ccnc(-c2ccncc2)n1)c1ccc(F)cc1 was read as HttQ103 aggreg 10%, CBFb RUNX1 block -8%, GAA inh -6%, GAA glycogen mod -4%, HTT ATP protect -16% and LMNA splice mod 6%[9.22 µM].
For CCOC(=O)CSc1nnc(CNC(=O)c2ccccc2OC)n1-c1ccc(OC)cc1 the results were HttQ103 aggreg 10%, CBFb RUNX1 block 7%, aGlu spleen mod -6%, GAA inh -4%, GAA glycogen mod 2%, HTT ATP protect -3% and LMNA splice mod 4%.
O=C(CNC(=O)c1ccc(Br)cc1)NCC(=O)OCC(=O)c1ccccc1 was read as HttQ103 aggreg -4%, CBFb RUNX1 block 3%, aGlu spleen mod -6%, GAA inh -2%, GAA glycogen mod 7% and HTT ATP protect 29%.
Screening Cc1cc(Cl)c(S(=O)(=O)N/N=C/c2ccc3c(c2)OCO3)c(Cl)c1 returned HttQ103 aggreg -17%, CBFb RUNX1 block -5%, aGlu spleen mod -6%, GAA inh inconclusive, GAA glycogen mod 2%, HTT ATP protect -9% and LMNA splice mod 7%.
O=C(CSc1nnc(-c2ccc(C(F)(F)F)cn2)o1)Nc1ccccc1Cl was read as HttQ103 aggreg 5%[9.22 µM], CBFb RUNX1 block 1%, aGlu spleen mod -2%, GAA inh 6%, GAA glycogen mod 7% and HTT ATP protect -8%[10 µM].
Screening CCC(=O)c1ccc(OCC(O)CN(C)C2CCCCC2)cc1 (stereo not drawn) returned HttQ103 aggreg 1%, CBFb RUNX1 block 6%, aGlu spleen mod -2%, GAA inh -9%, GAA glycogen mod -22%, HTT ATP protect 10%[10 µM] and LMNA splice mod 18%.
`O=c1c2ccccc2nc(SCc2ccccc2)n1Cc1ccco1` gave HttQ103 aggreg -16%, CBFb RUNX1 block 17%, aGlu spleen mod -6%, GAA inh -12%, GAA glycogen mod 0%, HTT ATP protect 5%[10 µM] and LMNA splice mod inconclusive.
Cc1ccccc1C(=O)N(Cc1nc2ccccc2c(=O)[nH]1)C1CCCC1 was read as CBFb RUNX1 block 5%, aGlu spleen mod -1%, GAA inh 11%, GAA glycogen mod -3% and LMNA splice mod -6%[46 µM].
For O=C(CN1CCSC1=NCc1ccccc1)c1ccccc1 the results were HttQ103 aggreg 28%, CBFb RUNX1 block -2%, aGlu spleen mod -11%, GAA inh -5%, GAA glycogen mod -9%, HTT ATP protect -5%[10 µM] and LMNA splice mod 1%.
O=C(COc1cccnc1[N+](=O)[O-])Nc1ccc(N2CCOCC2)cc1 was read as HttQ103 aggreg 4%, CBFb RUNX1 block 2%, aGlu spleen mod 0%, GAA inh 7%, GAA glycogen mod 8% and HTT ATP protect -26%[10 µM].
`O=c1cc(-c2ccccc2)[nH][nH]1` gave HttQ103 aggreg 11%, CBFb RUNX1 block -4%, aGlu spleen mod -4%, GAA inh 1%, GAA glycogen mod inconclusive, HTT ATP protect -3%[10 µM] and LMNA splice mod 6%.
Cc1nnc(C)n1/N=C/c1ccccc1 was read as HttQ103 aggreg 1%, CBFb RUNX1 block -2%, aGlu spleen mod 6%, GAA inh -2%, GAA glycogen mod 4%, HTT ATP protect -4% and LMNA splice mod 1%.
O=C(CSc1nc2ccccc2n1S(=O)(=O)c1cccc([N+](=O)[O-])c1)NCc1cccs1 was read as HttQ103 aggreg 25%, CBFb RUNX1 block 3%, aGlu spleen mod 1%, GAA inh -4%, GAA glycogen mod 1%, HTT ATP protect 8%[10 µM] and LMNA splice mod -3%.
`O=C(c1ccco1)N1CCN(C(=O)c2cc3c(=O)oc4ccccc4c3s2)CC1` gave HttQ103 aggreg 17%, CBFb RUNX1 block 2%, aGlu spleen mod -14%, GAA inh -3%, GAA glycogen mod 3%, HTT ATP protect -13% and LMNA splice mod -3%.
CCCCCC(=O)Nc1nc(C)c(-c2csc(Nc3ccc(Cl)cc3)n2)s1 was read as HttQ103 aggreg -21%, CBFb RUNX1 block 2%, aGlu spleen mod -2%, GAA inh -5%, GAA glycogen mod -18%, HTT ATP protect -33% and LMNA splice mod 11%[0.0737 µM].

The list goes on; it opens with the 2 that closed the last part.
`O=C(c1ccco1)N1CCN(C(=O)c2cc3c(=O)oc4ccccc4c3s2)CC1` gave HttQ103 aggreg 17%, CBFb RUNX1 block 2%, aGlu spleen mod -14%, GAA inh -3%, GAA glycogen mod 3%, HTT ATP protect -13% and LMNA splice mod -3%.
CCCCCC(=O)Nc1nc(C)c(-c2csc(Nc3ccc(Cl)cc3)n2)s1 was read as HttQ103 aggreg -21%, CBFb RUNX1 block 2%, aGlu spleen mod -2%, GAA inh -5%, GAA glycogen mod -18%, HTT ATP protect -33% and LMNA splice mod 11%[0.0737 µM].
O=C(CSc1ncccn1)N1CCCc2ccccc21 was read as HttQ103 aggreg -9%, CBFb RUNX1 block 5%, aGlu spleen mod -7%, GAA inh inconclusive, GAA glycogen mod -1%, HTT ATP protect 2% and LMNA splice mod 4%[46 µM].
Screening O=C(CSC1=NCCS1)c1ccc(Cl)cc1 returned HttQ103 aggreg 2%, CBFb RUNX1 block 8%, aGlu spleen mod -1%, GAA inh -9%, GAA glycogen mod -5%, HTT ATP protect -42%[inhibitor] and LMNA splice mod -27%[46 µM].
Screening CCCCNC(=O)Nc1nc(SCC(=O)OCC)n[nH]1 returned HttQ103 aggreg 6%[9.22 µM], CBFb RUNX1 block -30%, aGlu spleen mod 4%, GAA glycogen mod -3% and HTT ATP protect -3%[10 µM].
Screening O=C(NN1CC(=O)N(c2cc(Cl)cc(Cl)c2)CC1=O)c1sccc1Cl returned HttQ103 aggreg -25%[9.22 µM], CBFb RUNX1 block -1%, aGlu spleen mod 3%, GAA glycogen mod 2% and HTT ATP protect 11%[10 µM].
`COc1ccc2nc(NC(=O)C3CCCO3)sc2c1` (stereo not drawn) gave HttQ103 aggreg -11%[9.22 µM], CBFb RUNX1 block 6%, aGlu spleen mod 4%, GAA inh 8%, GAA glycogen mod 12%, HTT ATP protect -10%[10 µM] and LMNA splice mod 13%[46 µM].
`CCOC(=O)c1c(C)n(C)c2ccc(OC(C)=O)cc12` gave HttQ103 aggreg -7%, CBFb RUNX1 block 12%, aGlu spleen mod -17%, GAA inh -6%, GAA glycogen mod -28%, HTT ATP protect 29%[1.9 µM] and LMNA splice mod -6%.
Screening S=c1[nH]nc(-c2cc(-c3ccccn3)nc3ccccc23)o1 returned HttQ103 aggreg 12%[9.22 µM], CBFb RUNX1 block -2%, aGlu spleen mod 3%, GAA glycogen mod -12% and HTT ATP protect 6%[10 µM].
For Cc1cc(-c2cc(-c3ccc(Cl)cc3)nc(N)c2C#N)co1 the results were HttQ103 aggreg 22%, CBFb RUNX1 block 4%, aGlu spleen mod 20%, GAA inh inconclusive, GAA glycogen mod -7%, HTT ATP protect -55% and LMNA splice mod inconclusive.
Cc1ccc(C(=O)CC(C(=O)O)c2cn(CCC#N)c3ccccc23)cc1 (stereo not drawn) was read as HttQ103 aggreg 23%, CBFb RUNX1 block -7%, aGlu spleen mod -6%, GAA inh 1%[15.4 µM], GAA glycogen mod -10%, HTT ATP protect -3% and LMNA splice mod -7%.
CCOc1ccc(/C=C/C(=O)NCc2ccccc2)cc1 was read as HttQ103 aggreg 9%, CBFb RUNX1 block 5%, aGlu spleen mod -19%, GAA inh 0%, GAA glycogen mod -4%, HTT ATP protect 29%[0.074 µM] and LMNA splice mod 4%.
`O=[N+]([O-])c1ccc(Oc2cccc3cccnc23)c([N+](=O)[O-])c1` gave HttQ103 aggreg 22µM*, CBFb RUNX1 block 0%, aGlu spleen mod 4%, GAA inh inconclusive, GAA glycogen mod -1% and LMNA splice mod inconclusive.
Screening c1ccc(Sc2ncnc3c2oc2ccccc23)nc1 returned HttQ103 aggreg inconclusive, CBFb RUNX1 block 2%, aGlu spleen mod -4%, GAA inh -11%, GAA glycogen mod 0%, HTT ATP protect -14%[10 µM] and LMNA splice mod inconclusive.
Screening CCN(Cc1ccccc1)C(c1cc2cc(C)ccc2[nH]c1=O)c1nnnn1CCOC (stereo not drawn) returned HttQ103 aggreg 5%, CBFb RUNX1 block 5%, aGlu spleen mod -1%, GAA inh -1%, GAA glycogen mod 2%, HTT ATP protect -3% and LMNA splice mod 9%.
For COC(=O)[C@@H](NC(=O)NCc1ccco1)C(C)C the results were HttQ103 aggreg -8%, CBFb RUNX1 block 7%, aGlu spleen mod -11%, GAA inh inconclusive, GAA glycogen mod 6%, HTT ATP protect -4% and LMNA splice mod -1%.
For O=S(=O)(c1cccc2cccnc12)N1CCOCC1 the results were HttQ103 aggreg -5%, CBFb RUNX1 block -6%, aGlu spleen mod -5%, GAA inh -5%, GAA glycogen mod -14%, HTT ATP protect 18% and LMNA splice mod 1%.
Screening CCNC(=O)COc1ccc(S(=O)(=O)Nc2ccccc2)cc1 returned HttQ103 aggreg inconclusive, CBFb RUNX1 block 5%, aGlu spleen mod -4%, GAA inh -4%, GAA glycogen mod -5%, HTT ATP protect 7% and LMNA splice mod -11%.

Compound activity (PubChem)
